# HTT aggregate – mutant huntingtin aggregation inhibition. PC12 HttQ103-GFP aggregates, Acumen cytometry, 40 h. Potency, µM (titrated, usually from 46.1 µM), without a hit: at the highest dose activity change, negative = inhibition, usual class: inhibitors. 220,000 compounds, 1.1% hits; further: potency means the concentration at half of the fitted maximal effect; on the % scale 0 is the no-effect control and ±100 the full control effect; nearly all actives have a fitted effect of over 60% in size
#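 Huntingtin Q103 exon 1–GFP aggregates in induced PC12 cells (100 nM tebufenozide) were quantified by cytometry from lysates, with compounds dosed in titration.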
# SMN2 splice enh – SMN2 splice variant enhancement; AID 1458; 210,000 compounds, 2.8% hits; Potency, µM (titrated, usually from 46.1 µM), without a hit: top-dose activity change, positive = activation, hits mostly activators; HEK293 SMN2-luciferase splicing reporter, luminescence, 30-36 h; further: potency means the concentration at half of the fitted maximal effect; % of control where 0% means no effect; nearly all actives have a fitted effect of over 55% in size
#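 qHTS luciferase splicing reporter: luminescence rises when SMN2 exon 7 is included in transfected HEK293 cells. Compound exposure lasted 30-36 h at 37C, with 4.5 mM final sodium butyrate as control, followed by a ONE-Glo read.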
# Lamin A splicing – modulators of lamin A splicing. HeLa LMNA splicing GFP/RFP minigene ratio, 48 h. Potency, µM (doses to about 46.1 µM), without a hit: at the highest dose ratio change, negative = inhibition, actives largely listed as inhibitors. 200,000 compounds, 0.01% hits; active means well fitted inhibition curve with a large enough effect in the signal ratio, with a control signal flat, not every such curve was filed as active; inconclusive means small, poorly fitted or top-dose-only effect, or effect the other way, or a change in a side signal; the % refers to the signal ratio; further: potency means the concentration at half of the fitted maximal effect; on the % scale 0 is the no-effect control and ±100 the full control effect
#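 S3 HeLa stable clones carrying a lamin A-EGFP splicing minigene plus DsRed2 were seeded at 600 cells/well in Opti-MEM with 2% FBS, pin-dosed and incubated 48 h at 37°C. Acumen cytometry (488 nm) gave the GFP/RFP total-intensity ratio.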
# IMPase Li cell – cell-permeable IMPase inhibitors with lithium potentiation | CHO-M1 cells, IP1 TR-FRET (IP-One), carbachol + lithium | 210,000 compounds, 0.35% hits | Potency, µM (doses to about 59.4 µM), for the others: at the highest dose activity, negative = IMPase inhibition, actives largely listed as inhibitors;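 further: IP1 builds up when IMPase is blocked and the TR-FRET signal falls; potency means the concentration at half of the fitted maximal effect; plate controls were basal vehicle for no effect and high inhibitor control for full effect; nearly all actives have a fitted effect of over 50% in size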
#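 CHO-M1, 2000 cells/well, 16–30 h culture; cpd + low Li+, 30 min 37C; lysis with d2-IP1/Eu-anti-IP1 Ab, 10 min RT; TR-FRET 665/620 ratio and 620 channel; AC50 via Hill.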
# CBFb RUNX1 block – blocks binding between human CBF-beta and RUNX1; 230,000 tested, under 10 active; AlphaScreen CBFb-His/RUNX1-biotin binding, biochemical; Potency, µM (doses to about 59.8 µM), without a hit: at the top dose activity, negative = inhibition, most hits filed as inhibitors; Q01196+Q13951; further: % of control where 0% means no effect
# Target sequence (Q01196 whole entry, looked up): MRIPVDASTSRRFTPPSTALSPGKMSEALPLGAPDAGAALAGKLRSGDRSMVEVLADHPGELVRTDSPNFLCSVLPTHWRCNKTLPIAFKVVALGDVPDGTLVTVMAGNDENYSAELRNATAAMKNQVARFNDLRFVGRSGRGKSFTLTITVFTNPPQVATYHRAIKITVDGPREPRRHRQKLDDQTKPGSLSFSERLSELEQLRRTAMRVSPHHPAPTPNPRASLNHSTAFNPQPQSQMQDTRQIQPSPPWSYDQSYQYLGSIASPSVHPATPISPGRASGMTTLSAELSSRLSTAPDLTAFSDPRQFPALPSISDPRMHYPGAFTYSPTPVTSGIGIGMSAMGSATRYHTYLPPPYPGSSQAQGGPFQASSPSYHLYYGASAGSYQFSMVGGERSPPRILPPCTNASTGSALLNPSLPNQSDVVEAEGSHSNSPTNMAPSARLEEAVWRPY
# Target sequence (Q13951 whole entry, looked up): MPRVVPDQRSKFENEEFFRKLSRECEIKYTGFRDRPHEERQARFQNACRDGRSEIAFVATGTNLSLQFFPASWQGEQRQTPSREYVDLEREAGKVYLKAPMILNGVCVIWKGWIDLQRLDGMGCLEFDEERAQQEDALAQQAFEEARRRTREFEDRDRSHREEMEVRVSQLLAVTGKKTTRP
#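 AlphaScreen proximity signal reports loss of binding between His-tagged CBF-beta and biotin-labelled RUNX1, each at 30 nM. Proteins are pre-associated for 20 minutes, compounds added for 15 minutes, then beads for 90 minutes, all at ambient temperature.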
# HTT ATP protect – protects HTT-Q103 PC12 cells, measured by ATP; PC12 HTT-Q103 induced, cytoprotection, ATP luminescence, 40 h; Potency, µM (top dose mostly 56.4 µM), without a hit: cytoprotection (ATP increase), most hits filed as activators; 230,000 compounds, 0.14% hits; AID 1471;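 further: potency means the concentration at half of the fitted maximal effect; % of control where 0% means no effect; nearly all actives have a fitted effect of over 45% in size; toxic huntingtin expression switched on by the ecdysone agonist tebufenozide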
#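 Compounds added alongside 100 nM tebufenozide, which induces toxic Q103 huntingtin exon 1-GFP in stable PC12 cells; surviving cells quantified by luminescent ATP measurement. Medium: phenol red-free DMEM, 5% equine and 5% calf serum.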
# KinaseGlo FLuc – Kinase-Glo luciferase inhibition (counter-screen); 200,000 compounds, 0.28% hits; AID 1379; Kinase-Glo luciferase, ATP luminescence, 8 min; Potency, µM (series often up to 38.3 µM), for inactives: top-dose activity change, negative = inhibition, actives largely listed as inhibitors; Q27757; further: potency means the concentration at half of the fitted maximal effect; on the % scale 0 is the no-effect control and ±100 the full control effect; nearly all actives have a fitted effect of over 60% in size
#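 Compound is pinned into ATP-containing buffer (10 uM ATP, imidazole pH 7.2, 7 mM MgCl2). Kinase-Glo luciferase reagent is then added. Light output is recorded following an 8-min room-temperature incubation.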
# * marks the source's active call; other numbers are inactive results; ? = inconclusive; . = not tested or not shown; & = joins results of further samples; [ ] = another dose, or the depositor's remark. Unless noted, the call rests on the fitted dose curve; in most records, active means well fitted curve in the direction sought with a large enough effect; inconclusive means small, poorly fitted or top-dose-only effect, or another doubt; inactive means no such curve, though single readings can be large; an effect the other way counts as inactive or inconclusive.
(1) Cc1cc(C)nc(-n2nc(C)cc2NC(=O)c2cc(=O)c3ccccc3o2)n1
(2) Cc1ccc(NC(=O)c2c(C)nc3ccccn23)cc1C
(3) COC(=O)/C(=N/Nc1ccc(C)cc1)N1CCCc2ccccc21
(4) CCO[C@@H]1OC(C(N)=O)=C[C@H](c2ccc3c(c2)OCO3)[C@H]1CCCO
(5) Cc1cc(C)c2cc(C#N)c(SCC(=O)Nc3ccc4c(c3)OCO4)nc2c1
(6) O=C(C1CCC1)N1CCc2cc(S(=O)(=O)NCc3ccco3)ccc21

Screen / compound no.	1	2	3	4	5	6
HTT aggregate	-22.7%	-10.3%	8.7%	-6.8%[9.22 µM]	26.5%[9.22 µM]	-22.6%
SMN2 splice enh	20.1%	12.6µM*	-7.8%	.	.	-28.9%
Lamin A splicing	-8.8%	?	?	.	.	-7.6%
IMPase Li cell	28.9%[38.3 µM]	-4.4%	20.8%	0.5%	.	26.3%[38.3 µM]
CBFb RUNX1 block	3.3%	-13.8%	-8.6%	4.2%	13.7%	-3.1%
HTT ATP protect	3.8%[10 µM]	-42.2%[10 µM]	-5.2%[10 µM]	22.0%[10 µM]	17.3%[10 µM]	-30.3%
KinaseGlo FLuc	3.4%	-3.2%	0.9%	.	.	-1.5%

(7) CCCCc1ncc(/C=C(\Cc2cccs2)C(=O)O)n1Cc1ccc(C(=O)O)cc1
(8) Cc1cc2nc(CSc3ccccc3)cc(=O)n2[nH]1
(9) Cc1cccc(C)c1N1CC(=O)N(c2c(C)cccc2C)CC1=O
(10) CCC(Sc1nnc2c3ccccc3n(CC)c2n1)C(=O)Nc1sc2c(c1C#N)CCCC2 (centres undefined)
(11) CSc1ccccc1NC(=S)Nc1ccc(S(N)(=O)=O)cc1
(12) Clc1ccccc1-c1cncnc1NCCN1CCOCC1

Screen / compound no.	7	8	9	10	11	12
HTT aggregate	10.7%	-9.7%	24.9%	-3.2%	4.2%	.
SMN2 splice enh	.	13.8%	1.8%	27.3%	.	.
Lamin A splicing	?	.	12.4%[0.0737 µM]	-0.8%	.	?
IMPase Li cell	.	-3.0%	-9.2%[38.3 µM]	15.4%[38.3 µM]	-1.8%	18.7%
CBFb RUNX1 block	.	-18.5%	1.5%	2.9%	-2.0%	.
HTT ATP protect	-12.3%	-26.5%	-13.3%	-119.9%[inhibitor]	-1.1%	-117.2%[inhibitor]
KinaseGlo FLuc	.	-0.7%	4.3%	-4.4%	.	.

# Copied from above: compounds 1 to 10
(1) Cc1cc(C)nc(-n2nc(C)cc2NC(=O)c2cc(=O)c3ccccc3o2)n1
(2) Cc1ccc(NC(=O)c2c(C)nc3ccccn23)cc1C
(3) COC(=O)/C(=N/Nc1ccc(C)cc1)N1CCCc2ccccc21
(4) CCO[C@@H]1OC(C(N)=O)=C[C@H](c2ccc3c(c2)OCO3)[C@H]1CCCO
(5) Cc1cc(C)c2cc(C#N)c(SCC(=O)Nc3ccc4c(c3)OCO4)nc2c1
(6) O=C(C1CCC1)N1CCc2cc(S(=O)(=O)NCc3ccco3)ccc21
(7) CCCCc1ncc(/C=C(\Cc2cccs2)C(=O)O)n1Cc1ccc(C(=O)O)cc1
(8) Cc1cc2nc(CSc3ccccc3)cc(=O)n2[nH]1

Screen / compound no.	1	2	3	4	5	6	7	8
HTT aggregate	-22.7%	-10.3%	8.7%	-6.8%[9.22 µM]	26.5%[9.22 µM]	-22.6%	10.7%	-9.7%
SMN2 splice enh	20.1%	12.6µM*	-7.8%	.	.	-28.9%	.	13.8%
Lamin A splicing	-8.8%	?	?	.	.	-7.6%	?	.
IMPase Li cell	28.9%[38.3 µM]	-4.4%	20.8%	0.5%	.	26.3%[38.3 µM]	.	-3.0%
CBFb RUNX1 block	3.3%	-13.8%	-8.6%	4.2%	13.7%	-3.1%	.	-18.5%
HTT ATP protect	3.8%[10 µM]	-42.2%[10 µM]	-5.2%[10 µM]	22.0%[10 µM]	17.3%[10 µM]	-30.3%	-12.3%	-26.5%
KinaseGlo FLuc	3.4%	-3.2%	0.9%	.	.	-1.5%	.	-0.7%

(9) Cc1cccc(C)c1N1CC(=O)N(c2c(C)cccc2C)CC1=O
(10) CCC(Sc1nnc2c3ccccc3n(CC)c2n1)C(=O)Nc1sc2c(c1C#N)CCCC2 (centres undefined)

Screen / compound no.	9	10
HTT aggregate	24.9%	-3.2%
SMN2 splice enh	1.8%	27.3%
Lamin A splicing	12.4%[0.0737 µM]	-0.8%
IMPase Li cell	-9.2%[38.3 µM]	15.4%[38.3 µM]
CBFb RUNX1 block	1.5%	2.9%
HTT ATP protect	-13.3%	-119.9%[inhibitor]
KinaseGlo FLuc	4.3%	-4.4%

# (next part)
(13) CC(C)OC(=O)CC12CN3CN(C1)CC(CC(=O)OC(C)C)(C3)C2=O
(14) CC1(C)CC(=O)C=C(NCCN2CCN(C(=S)NC3CCCCC3)CC2)C1
(15) O=C(/C=C/c1cccs1)c1ccc(Br)cc1
(16) O=c1c(-c2cc(F)cc(F)c2)nc2cnc(N3CCNCC3)nc2n1-c1ccccc1
(17) Cc1cccc(Cl)c1NC(=O)N1CCCN(c2nc3ccc(Cl)cc3s2)CC1
(18) Cc1ccc(C(=O)N/C(=C\C=C\c2ccccc2)C(=O)NCc2ccco2)cc1

Screen / compound no.	13	14	15	16	17	18
HTT aggregate	-6.3%	-1.9%[9.22 µM]	3.1%	.	-0.9%[9.22 µM]	?
SMN2 splice enh	-6.7%	.	2.1%	.	.	1.9%
Lamin A splicing	?	.	-3.6%	?	8.8%[46 µM]	?
IMPase Li cell	0.8%	.	-11.5%[38.3 µM]	4.0%	.	4.0%
CBFb RUNX1 block	9.2%	9.4%	0.2%	.	12.0%	-12.9%
HTT ATP protect	-3.2%[10 µM]	6.6%[10 µM]	-10.9%	-6.0%	14.0%[10 µM]	11.0%[10 µM]
KinaseGlo FLuc	-0.2%	.	-12.8%	.	.	0.2%

(19) CC(C)C(=O)NNS(=O)(=O)c1ccccc1
(20) O=S(=O)(Nc1ccn(-c2ccccc2)n1)c1ccc(Br)cc1
(21) Cc1c(Br)c([N+](=O)[O-])nn1CC(=O)Nc1ccc(C(N)=O)cc1
(22) O=C(/C=C/c1ccccc1Cl)NCCN1CCOCC1
(23) Cc1nn(C)c(C(=O)N/N=C/c2ccc(C(F)(F)F)cc2)c1[N+](=O)[O-]
(24) CCC1(C(=O)c2ccccc2)C2c3cc(Br)ccc3OC(=O)C21C(=O)N1CCOCC1 (centres undefined)

Screen / compound no.	19	20	21	22	23	24
HTT aggregate	-0.4%	-3.7%	.	-9.1%	2.7%	-0.9%
SMN2 splice enh	0.9%	25.4%	1.4%	-10.1%	-12.1%	1.9%
Lamin A splicing	.	-8.9%	?	2.1%	?	-0.6%
IMPase Li cell	-2.0%	6.4%[38.3 µM]	7.9%	2.1%[38.3 µM]	-3.2%	-5.9%[38.3 µM]
CBFb RUNX1 block	-3.8%	-2.5%	3.9%	-0.5%	6.3%	0.6%
HTT ATP protect	-15.8%	-9.1%	.	6.8%	.	-10.5%
KinaseGlo FLuc	0.6%	-1.9%	2.6%	-1.4%	0.0%	-1.8%

(25) CCNc1nc(NCC)nc(N(CC)C(N)=S)n1
(26) Cc1cc(N2CCCC2)nc(-c2ccccc2O)n1
(27) CCC1(O)c2ccccc2-c2ncccc21 (centres undefined)
(28) N#Cc1cccc(NC(=O)N2CCCC3(CCN(C(=O)c4cc(C(F)(F)F)cc(C(F)(F)F)c4)CC3)C2)c1
(29) Cc1cc(SCC(=O)O)nc2ccccc12
(30) CN(C)c1ccc(C(=O)C(O)c2ccc(C(C)(C)C)cc2)cc1 (centres undefined)

Screen / compound no.	25	26	27	28	29	30
HTT aggregate	-2.0%[9.22 µM]	13.7%	8.0%	.	-8.7%&15.2%[9.22 µM]	-15.8%
SMN2 splice enh	.	-14.7%	-16.0%	-4.8%	-5.1%	-28.9%
Lamin A splicing	.	-0.7%	-12.7%	.	13.6%[46 µM]	-2.2%
IMPase Li cell	.	?	-3.0%[38.3 µM]	4.1%	-1.3%	-1.3%[38.3 µM]
CBFb RUNX1 block	-2.0%	3.3%	4.7%	.	6.3%&0.3%	4.8%
HTT ATP protect	1.4%[10 µM]	-22.3%	-14.5%	-8.7%	0.7%&21.0%[10 µM]	-8.0%
KinaseGlo FLuc	.	2.2%	-1.4%	-0.9%	-0.2%	4.2%

(31) CN1CCNC(=O)C1CC(=O)NCCC1=CCCCC1 (centres undefined)
(32) CCc1nnc(NC(=O)CSc2nnc(CCc3nc4ccccc4[nH]3)n2C)s1
(33) Cc1cc(C(=O)NCc2ccccc2)c(=O)[nH]c1C
(34) O=C1CCCc2nc(N3CCN(Cc4ccccc4)CC3)ncc21
(35) Cc1oncc1-c1csc(-c2ccccc2Cl)n1
(36) O=C(NCc1ccccn1)c1ccc(Cl)c(S(=O)(=O)Nc2ccccc2C(=O)NCc2ccccn2)c1
(37) CCNc1ncc2nc(-c3ccc(OC)cc3)c(=O)n(Cc3cccc(OC)c3)c2n1

Screen / compound no.	31	32	33	34	35	36	37
HTT aggregate	-5.6%	0.9%	9.3%	11.2µM*	29.5%	-12.6%	.
SMN2 splice enh	.	6.7%	4.0%	-27.9%	5.9%	.	-3.2%
Lamin A splicing	.	4.5%	7.4%	?	?	-14.2%	.
IMPase Li cell	4.1%	-1.0%[38.3 µM]	32.1%[activator][38.3 µM]	-7.7%[38.3 µM]	2.5%	.	?
CBFb RUNX1 block	6.1%	-7.7%	6.1%	1.6%	28.4%	-21.0%	.
HTT ATP protect	-15.8%	12.3%	-12.8%	-22.5%	-27.9%	-0.7%[10 µM]	-9.0%
KinaseGlo FLuc	6.3%	-3.6%	-1.7%	1.2%	0.4%	.	-1.0%
